Screens deposited in PubChem by several laboratories.
PG9 Ab binder – binders of HIV-1 gp120 antibody PG9, primary screen, biochemical, TR-FRET; actives 0.43% (n = 360,000); TR-FRET gp120-PG9 antibody binding; inhibition, % at 6.7 µM; AID 624416, 2012; HIV-1 gp120 / PG9 antibody interaction; in the data active = inhibition above about 8.5%
DAX1 inh-1 – DAX1 (NR0B1) inhibitors, primary screen, cell-based, HEK293, Gal4-DAX1, luciferase luminescence. HEK293 Gal4-DAX1 luciferase reporter. inhibition, % at 6.75 µM. actives 0.99% (n = 340,000). AID 504766, 2011;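 active = inhibition above the mean over all tested compounds plus 3 SD, cut at about 4.2% in these data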;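 note: 0% = DAX1-transfected cells with DMSO and 100% = empty-vector control cells with DMSO; inhibition shows as a rise in luminescence from relieved DAX1 repression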
hgDAF12 agonist – H. glycines DAF-12 receptor agonists, primary screen, cell-based, luminescence, HEK293, GAL4 fusion, UAS-luciferase; Nuclear hormone receptor DAF-12 (Heterodera glycines), GAL4 fusion; HEK293 GAL4-hgDAF12 UAS-luciferase reporter, agonist luminescence; normalized to butyrate control; activation, % at 6.8 µM; actives 1.8% (n = 370,000);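 active = activation above a cutoff set at the mean of all screened compounds plus 3 SD, cut at about 10% in these data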;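 note: 0% = DMSO wells and 100% = sodium butyrate wells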
NPR1 activator – GC-A stimulated cGMP production enhancers – HEK293 GC-A cells, cGMP TR-FRET, EC30 ANP, primary screen; 0% at EC30 ANP, 100% saturating ANP; activation, % at 10 µM; actives 0.14% (n = 370,000); in the data active = activation above about 40%
Target sequence (P16066 whole entry, looked up): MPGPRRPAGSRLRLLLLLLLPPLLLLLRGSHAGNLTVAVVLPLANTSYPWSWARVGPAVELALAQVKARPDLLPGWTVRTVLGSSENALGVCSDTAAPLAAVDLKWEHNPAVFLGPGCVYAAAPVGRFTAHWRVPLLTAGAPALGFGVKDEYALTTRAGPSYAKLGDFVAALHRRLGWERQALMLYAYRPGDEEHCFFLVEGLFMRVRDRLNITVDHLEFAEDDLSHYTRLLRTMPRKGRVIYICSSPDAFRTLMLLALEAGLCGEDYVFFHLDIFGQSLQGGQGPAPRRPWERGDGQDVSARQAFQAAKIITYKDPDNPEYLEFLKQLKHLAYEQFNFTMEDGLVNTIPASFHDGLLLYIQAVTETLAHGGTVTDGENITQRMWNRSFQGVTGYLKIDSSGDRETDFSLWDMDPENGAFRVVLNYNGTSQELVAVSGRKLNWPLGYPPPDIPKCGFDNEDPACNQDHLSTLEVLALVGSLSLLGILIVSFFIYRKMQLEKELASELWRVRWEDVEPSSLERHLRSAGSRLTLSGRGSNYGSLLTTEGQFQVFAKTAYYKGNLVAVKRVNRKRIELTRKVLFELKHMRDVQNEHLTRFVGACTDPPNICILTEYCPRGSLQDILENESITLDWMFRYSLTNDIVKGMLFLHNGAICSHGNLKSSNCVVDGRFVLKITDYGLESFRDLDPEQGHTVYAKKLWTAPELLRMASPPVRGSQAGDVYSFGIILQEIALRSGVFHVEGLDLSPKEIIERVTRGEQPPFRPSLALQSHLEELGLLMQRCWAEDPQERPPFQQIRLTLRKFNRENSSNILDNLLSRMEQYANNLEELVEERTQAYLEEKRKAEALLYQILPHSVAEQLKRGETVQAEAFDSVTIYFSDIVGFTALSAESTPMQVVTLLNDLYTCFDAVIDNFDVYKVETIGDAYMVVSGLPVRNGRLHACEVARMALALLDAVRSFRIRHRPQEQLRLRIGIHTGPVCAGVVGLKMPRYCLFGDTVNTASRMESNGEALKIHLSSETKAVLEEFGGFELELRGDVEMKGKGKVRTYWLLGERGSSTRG
SMARCA2 act – SMARCA2 (BRM) function activators, primary screen, cell-based, luminescence, high throughput | actives 1% (n = 370,000) | MG213 cells, MMTV-luciferase reporter, dexamethasone, overnight | activation, % at 9.1 µM; in the data active = activation above about 7.8%;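 note: 0% = vehicle wells and 100% = reference activator wells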
ssDAF12 agonist – S. stercoralis DAF-12 nuclear receptor activators, primary screen, cell-based, luminescence, HEK293, GRIP1 co-expression, lit1-tk-luc; Nuclear hormone receptor DAF-12 (Strongyloides stercoralis); HEK293 ssDAF-12/GRIP1 lit1-tk-luc reporter; % of 3 µM dafachronic acid response; activation, % at 6.8 µM; actives 1% (n = 370,000); AID 652126, 2013;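 active = activation above the mean over all tested compounds plus 3 SD, cut at about 0.9% in these data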;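 note: 0% = DMSO-only wells and 100% = 3 µM delta7-dafachronic acid wells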
ADAM10 inh – human ADAM10 inhibitors, primary screen, biochemical, QFRET, HTS; AID 720582, 2013; actives 0.62% (n = 370,000); recombinant ADAM10, EDANS/DABCYL FRET peptide cleavage, 3 h; inhibition, % at 7 µM; Disintegrin and metalloproteinase domain-containing protein 10 (Homo sapiens), O14672;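 active = inhibition above a per-campaign cutoff equal to the mean of compounds falling between control-based bounds plus 3 SD, cut at about 20% in these data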;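 note: 0% = DMSO wells while the 100% control is not disclosed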
DAX1 inh-2 – DAX1 (NR0B1) inhibitors on StAR promoter, primary screen, cell-based, luminescence, SF-1 (NR5A1), full-length DAX-1; AID 652010, 2013; actives 1.1% (n = 370,000); inhibition, % at 6.8 µM; HEK293T StAR-luciferase reporter, SF-1/DAX-1 repression relief;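 active = inhibition above the mean over all tested compounds plus 3 SD, cut at about 3.6% in these data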;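 note: 0% = DAX-1 cells with DMSO and 100% = cells lacking DAX-1 with DMSO; higher inhibition means more luminescence from relief of DAX-1 repression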
GAA850 FXN act – FXN promoter activators, primary screen, cell-based, luciferase luminescence, HEK293 lucGAA850 | actives 0.56% (n = 360,000) | HEK293 lucGAA850 FXN promoter luciferase reporter, 24 h; percent of 10 µM SAHA response | AID 540364, 2011 | activation, % at 6 µM;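 active = activation above the average of all compounds screened plus 3 SD, cutoff fixed separately per campaign, cut at about 7.5% in these data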;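 note: 0% = DMSO wells and 100% = 10 µM SAHA wells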
hcDAF-12 act – H. contortus DAF-12 nuclear receptor activators, primary screen, cell-based, luminescence, HEK293, lit1-tk-luc reporter; HEK293 hcDAF-12 lit1-tk-luc reporter; 0% DMSO, 100% Δ7-dafachronic acid; activation, % at 6.8 µM; actives 1.4% (n = 370,000); AID 652067, 2013;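 active = activation above the mean of all tested compounds plus 3 SD, cut at about 5.5% in these data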;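 note: 100% = response to 3 µM Δ7-dafachronic acid high control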
ADAM17 inh – ADAM17 inhibitors, primary screen, biochemical, QFRET | recombinant ADAM17, EDANS/DABCYL FRET peptide cleavage | inhibition, % at 6.95 µM | actives 0.83% (n = 370,000) | AID 720648, 2013;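 active = inhibition above the mean of compounds lying between control limits plus 3 SD, set per campaign, cut at about 8.5% in these data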;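 note: 0% = DMSO-only wells as the low control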
* marks the source's active call; other numbers are inactive results; i = inactive.

SMILES	PG9 Ab binder	DAX1 inh-1	hgDAF12 agonist	NPR1 activator	SMARCA2 act	ssDAF12 agonist	ADAM10 inh	DAX1 inh-2	GAA850 FXN act	hcDAF-12 act	ADAM17 inh
CCn1nc(C)c(/C=N\NC(=O)c2cccc(OC)c2)c1C	-2.0	0.2	6.5	0	-1	-1.2	-3	0.5	-2.0	1.5	1
O=C(CC(Nc1ccc(Cl)cc1Cl)C(=O)O)c1ccccc1 (stereo not given)	0.6	-1.0	-7.9	3	-7	-2.7	-5	-1.8	-12	-4.5	-4
Cc1sc(NC(=O)Cc2ccc3c(c2)OCO3)nc1-c1ccc2c(c1)CCN2C(=O)c1cccc(F)c1	1.6	-0.6	0.0	-2	-4	-1.2	17	-1.6	-0.9	-3.9	9
Cc1nc2sc(-c3ccccc3)cc2c(=O)n1-n1cccc1	1.6	2.1	11*	3	6	-0.5	-3	1.6	2.5	2.8	7
CCOC(=O)c1ccccc1NC(=O)CN(c1ccccc1)S(=O)(=O)N(C)C	-1.9	-1.1	2.2	-35	1	-0.3	1	0.3	1.9	-1.3	1
CC(C)(C)c1ccc(NC(=O)CC2(C(F)(F)F)OCCO2)cc1	-2.3	1.3	9.3	-2	1	-0.4	1	3.3	3.6	2.9	6
CCc1ccc(S(=O)(=O)NCCc2cn3ccc(C)cc3n2)s1	-0.5	-1.1	6.0	-2	1	-2.5	0	-0.1	0.0	-1.5	-3
C=CCn1c(=O)c2ccccc2n2c(SCc3c(C(=O)OCC)oc4ccccc34)nnc12	1.3	0.9	-0.4	-7	-1	-0.8	-1	-0.3	4.7	-0.5	-1
CCn1c(=O)c(=O)n(CC)c2cc(S(=O)(=O)Nc3ccc(C)cc3)ccc21	-0.4	2.4	-2.9	0	-2	-1.8	6	0.0	-1.3	1.4	-1
Cn1c(=O)c2c(nc(Br)n2CC(=O)c2cccs2)n(C)c1=O	1.8	0.2	-1.4	5	1	-1.1	-9	0.4	2.7	-1.1	-7
CCOc1cc(C(=S)N2CCCCC2)ccc1OS(=O)(=O)c1ccc(Br)cc1	-0.8	-1.7	-1.4	0	-2	-1.8	8	-0.7	1.4	2.6	3
COc1cccc(NC(=O)CN(C)C(=O)c2ccccc2OCC(=O)Nc2cccc(C(F)(F)F)c2)c1	-0.4	-0.5	-1.8	-6	0	-1.1	8	0.1	-0.8	-1.1	3
Cc1cc(C)n(CC(=O)N/N=C/c2ccccn2)n1	-2.7	0.4	0.2	7	1	-0.8	5	0.1	2.0	1.4	-5
Cc1ccc(CNC(=O)C2CCN(S(=O)(=O)c3ccc4c(c3)CC(C)N4C(=O)C3CC3)CC2)cc1 (stereo not given)	-1.7	0.0	-2.2	-1	-2	-1.6	-1	-0.6	0.2	-3.0	-6
CCOC(=O)[C@H]1[C@H]2COc3ccc(Br)cc3[C@H]2N2C(=O)CNC(=O)[C@@]12C	-1.5	0.7	-0.8	-4	0	-1.0	-1	0.2	-0.8	-1.4	-1
CCN(CC)c1ccc(C2NC(=O)NC(C)=C2C(=O)Nc2ccccc2)cc1 (stereo not given)	-0.5	-0.4	1.7	-3	0	-1.7	6	-0.4	1.4	-0.7	-1
COC(=O)CCC(NS(=O)(=O)OCC(Cl)(Cl)Cl)c1ccccc1 (stereo not given)	-1.6	0.4	-0.5	-1	1	-1.1	2	0.1	1.9	-1.1	-3
O=C(O)C1C2C=CC3(CN(C/C=C/c4ccccc4)C(=O)C13)O2 (stereo not given)	-0.7	1.1	1.4	0	-3	-1.1	-4	-0.3	0.9	1.6	-3
O=C(O)CCC(=O)N(Cc1ccccc1)Cc1ccccc1	0.2	0.0	0.5	-1	-2	-0.6	-1	0.1	-1.7	-1.1	-9
N#Cc1nc(-c2ccccc2F)oc1NCc1cccc2c1OCO2	0.0	0.4	1.1	13	3	-1.2	-90	0.0	0.8	-0.8	-39

Sorted by the number under GAA850 FXN act (falling): three from the list above.
Structure | PG9 Ab binder | DAX1 inh-1 | NPR1 activator | SMARCA2 act | ssDAF12 agonist | ADAM10 inh | DAX1 inh-2 | GAA850 FXN act | hcDAF-12 act | ADAM17 inh
Cc1cc(C)n(CC(=O)N/N=C/c2ccccn2)n1 | -2.7 | 0.4 | 7 | 1 | -0.8 | 5 | 0.1 | 2.0 | 1.4 | -5
CCOC(=O)c1ccccc1NC(=O)CN(c1ccccc1)S(=O)(=O)N(C)C | -1.9 | -1.1 | -35 | 1 | -0.3 | 1 | 0.3 | 1.9 | -1.3 | 1
CCc1ccc(S(=O)(=O)NCCc2cn3ccc(C)cc3n2)s1 | -0.5 | -1.1 | -2 | 1 | -2.5 | 0 | -0.1 | 0.0 | -1.5 | -3

Further compounds:
SMILES	PG9 Ab binder	DAX1 inh-1	hgDAF12 agonist	NPR1 activator	SMARCA2 act	ssDAF12 agonist	ADAM10 inh	DAX1 inh-2	GAA850 FXN act	hcDAF-12 act	ADAM17 inh
NC(=S)N/N=C/c1cccc(Br)c1	0.5	-0.5	3.2	-6	-1	-1.6	0	-1.3	0.0	-2.1	-7
CC(C)N1CC2=C(OC(N)=C(C#N)C2c2cccnc2)/C(=C/c2cccnc2)C1 (stereo not given)	0.8	0.2	1.4	3	-3	-0.8	-21	-0.3	1.6	-1.6	-8
O=C(CSc1n[nH]c(=O)[nH]c1=O)N1CCCCCC1	-2.4	0.8	-1.1	1	-3	-1.2	-5	0.0	1.4	-0.5	-9
Cc1ccc(C(=O)Nc2nc3nc(-c4ccccc4)cc(=O)n3[nH]2)cc1	0.7	-0.6	-2.3	1	-1	-1.0	-3	-0.3	-1.7	-1.2	-5
CC(C)c1cc(-c2cc(-c3ccc(Cl)cc3)on2)nc(NC2CCCC2)n1	0.5	0.0	0.0	1	0	-0.9	-3	-0.3	3.6	-0.1	0
CC(=O)N1CCN(c2ncnc3sc(-c4ccccc4)cc23)CC1	-0.7	-1.1	-2.2	-1	3	-1.6	-85	-1.6	2.2	-3.1	-28
CC(C)Cc1ccc(/C=C/C(=O)N2CCOCC2)cc1	-1.5	2.8	16*	2	2	1.4*	-3	6.0*	4.2	4.0	-2
Nc1cc(N)nc(SCc2cc([N+](=O)[O-])cc3c2OCOC3)n1	-1.8	0.1	-5.3	-3	-4	-1.8	8	-0.1	0.4	-2.6	4
Nc1ncnc2c(C3OC(CO)C(O)C3O)scc12 (stereo not given)	0.6	-4.7	-2.2	2	-9	-2.0	i	-5.7	-12	-1.8	-291
O=S(=O)(c1ccccc1)N1CCC(N2CCCCCC2)CC1	-0.2	0.0	-1.0	5	2	-0.7	8	0.8	-0.2	-0.2	1
O=C(CSc1nc2cc(Cl)ccc2s1)NCC1CCCO1 (stereo not given)	-1.7	-0.8	-3.3	1	-1	-0.8	-21	-1.1	1.3	-0.2	-1
COc1ccc(S(=O)(=O)NCCc2cn3nc(C)c(C)nc3n2)cc1	0.6	2.0	1.2	6	-2	-1.0	i	2.3	-0.3	-1.6	-314
CC1(C)CC(=O)c2c(O)cc(OCC(=O)Nc3ccc(CCO)cc3)cc2O1	0.9	-0.8	0.2	-4	-1	-1.4	-13	-1.2	0.5	-2.9	-2
CC(=NNC(=O)c1ccc(NS(=O)(=O)c2cccs2)cc1)c1ccc(OCC(N)=O)cc1	-2.4	0.7	5.3	-1	0	-0.5	3	2.9	1.9	0.1	6
CCOc1ccc(CCNC(=O)COC(=O)c2sccc2C)cc1OCC	0.6	0.5	-0.8	0	-2	-1.0	-2	-0.8	2.0	-0.1	-1
Cc1ccccc1Nc1sc(C(=O)Nc2cccc(Cl)c2)c(N)c1C(N)=O	0.0	0.6	2.7	0	0	-0.6	0	-0.3	0.2	-0.4	1
COc1ccc(NC(=O)CCN2CCN(S(=O)(=O)c3ccc(Cl)cc3)CC2)cc1	-0.6	-1.5	-1.6	-1	-3	-1.6	-10	-1.4	0.3	-1.4	0
COc1ccc(C2=NOC(C(=O)Nc3c(C)n(C)n(-c4ccccc4)c3=O)C2)cc1 (stereo not given)	1.3	0.4	-1.1	-1	-1	-1.4	-17	-0.7	0.7	2.4	-4
O=Cc1c(NCc2ccc(Cl)cc2)c2ccccc2[nH]c1=O	0.4	1.3	-0.4	1	-3	-1.2	2	-0.1	1.6	-3.2	3
Cc1noc(C)c1COc1cccc(C(=O)OC(C)C(=O)Nc2c(C)n(C)n(-c3ccccc3)c2=O)c1 (stereo not given)	0.2	-0.5	-1.2	2	2	-2.0	1	-0.1	-1.5	-0.9	-4
O=C(N/N=C/c1cccnc1)C1CCCCC1	0.1	-0.1	1.2	1	-2	-1.9	3	-1.2	-0.2	-0.6	-4
COc1ccc(C(CNC(=O)COc2cccc(C)c2)N2CCCC2)cc1 (stereo not given)	-0.2	4.0	2.3	-7	-1	-0.4	-11	0.8	0.0	0.3	-2
C=CCn1cc(C(=O)NCc2cccnc2)c(=O)c2cc(S(=O)(=O)N(CC)CC)ccc21	-0.9	4.0	-2.4	-1	0	-1.8	-8	-0.3	-1.1	-2.0	-2
O=C(COC(=O)c1ccc(Br)o1)NCc1ccc(F)cc1	-0.5	0.6	-2.6	-3	3	-1.6	-1	1.5	-0.8	-0.1	2
CCN=C(NCC)SC1CC(=O)N(c2ccc(OCC)cc2)C1=O (stereo not given)	-0.2	1.3	-0.3	4	0	-1.1	-3	-0.8	-0.4	-0.9	0
COCCNC(=O)Cn1cnc2c(cnn2-c2ccc(C)cc2)c1=O	-1.2	0.0	-0.7	8	-3	-0.4	1	0.3	0.1	-0.5	-2
COc1ccc(-c2c(-c3cc(OC)cc(OC)c3)n(C)c3ccc(-c4ccc(OC)c(F)c4)cc23)cc1	-2.1	0.5	5.0	2	0	-1.1	-8	0.2	0.2	0.9	-1
O=C1COc2cc(ccc2[N+](=O)[O-])Oc2ccc(cc2Cl)C(=O)CCCCO1	-0.4	-0.7	2.0	-1	0	-0.6	0	0.4	-1.2	1.8	0
COc1ccc(C)cc1NC(=O)COC(=O)Cc1ccc(-c2ccccc2)cc1	-1.6	-0.4	-0.9	2	-1	-1.0	16	0.2	1.9	1.2	5
CCN(CC)CCNC(=O)Cn1c(-c2ccccn2)nc2ccccc21	-1.9	0.1	0.5	0	-1	-1.5	-49	1.2	-1.0	0.2	-14
CCOc1ccc(N2CC(C(=O)N3CCc4ccccc43)CC2=O)cc1 (stereo not given)	-1.6	-0.8	-0.5	4	-4	0.9	-2	-0.3	1.8	4.7	1
CCCC(=O)N=C1SC2CS(=O)(=O)CC2N1c1ccc(C(C)=O)cc1 (stereo not given)	-2.1	0.2	1.9	0	2	-0.2	12	-0.7	1.9	-0.2	-3
